PAFAH2 inh – PAFAH2 enzyme inhibitors, primary screen, biochemical, fluorescence polarization, human; Platelet-activating factor acetylhydrolase 2, cytoplasmic (Homo sapiens), Q99487; recombinant PAFAH2, FP-rhodamine activity probe; inhibition, % at 3.39 µM; hit rate 0.99% among 340,000; AID 492956, 2010;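 active means inhibition above the mean over all tested compounds plus 3 SD, cut at about 30% in these data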;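 further: inhibitors block probe labeling of enzyme so polarization drops; 0% = enzyme with DMSO and 100% = wells lacking PAFAH2 protein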
TPT1 inhibitor – Candida albicans TPT1 enzyme inhibitors, primary screen, biochemical, fluorescence polarization; tRNA 2'-phosphotransferase TPT1 (Candida albicans SC5314); recombinant caTPT1, FP RNA substrate dephosphorylation; inhibition, % at 5 µM; hit rate 0.81% among 300,000;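 active means inhibition above the mean of all tested compounds plus 3 SD, set per screening campaign, cut at about 24% in these data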;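 further: plate controls were DMSO alone for no effect and ferristatin control at 100 nM for full effect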
AHR act – AHR activators, primary screen, cell-based, luminescence, luciferase reporter, human; AHR-responsive luciferase reporter cells; activation, % at 5 µM; hit rate 2.5% among 320,000; AID 2796, 2010; in the data active means activation above about 47%;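 further: 0% = vehicle wells and 100% = reference agonist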
PP5 primary – PP5 phosphatase inhibitors, primary screen, biochemical, fluorescence; Serine/threonine-protein phosphatase 5 (Homo sapiens), P53041; purified PP5c, OMFP substrate fluorescence; inhibition, % at 6.7 µM; hit rate 0.18% among 320,000;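 active means inhibition above the campaign's mean inhibition across all tested compounds plus 3 SD, cut at about 9.5% in these data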;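 further: 0% = DMSO only and 100% = 100 µM cantharidin control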
Target sequence (P53041 whole entry, looked up): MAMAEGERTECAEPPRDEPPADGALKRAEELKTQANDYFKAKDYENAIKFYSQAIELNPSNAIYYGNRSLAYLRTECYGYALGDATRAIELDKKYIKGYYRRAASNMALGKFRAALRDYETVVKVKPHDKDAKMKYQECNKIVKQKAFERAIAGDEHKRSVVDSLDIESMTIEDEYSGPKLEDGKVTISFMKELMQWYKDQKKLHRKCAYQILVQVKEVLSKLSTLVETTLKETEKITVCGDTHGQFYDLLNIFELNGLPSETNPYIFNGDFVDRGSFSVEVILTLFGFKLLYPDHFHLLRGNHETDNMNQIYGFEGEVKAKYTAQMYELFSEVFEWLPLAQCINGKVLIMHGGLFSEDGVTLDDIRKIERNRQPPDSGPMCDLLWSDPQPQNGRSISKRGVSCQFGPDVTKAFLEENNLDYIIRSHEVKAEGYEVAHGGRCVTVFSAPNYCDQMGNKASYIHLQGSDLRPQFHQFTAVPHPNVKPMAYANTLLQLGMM
core dimer inh – inhibitors of HCV core protein dimerization, primary screen, biochemical, TR-FRET, high-throughput; TR-FRET GST/Flag-core106 dimerization, 1536-well; inhibition, % at 5 µM; hit rate 0.33% among 300,000; AID 1899, 2009;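 active means inhibition above the mean of all tested compounds plus 3 SD, set per screening campaign, cut at about 45% in these data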
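Assay system: tagged HCV core106 pair (GST and Flag); medium: KF-containing HEPES buffer, pH 7.45, DTT, CHAPS, BSA; also added: Eu donor and XL665 acceptor anti-tag antibodies; dosing: 5 µM single dose; timing: compound-protein-antibody incubation 4 h at 22.5 °C; signal: TR-FRET 671 and 617 nm emission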
procasp3 activ – activators of human procaspase-3 D3A mutant, primary screen, biochemical, absorbance, PC-3 D3A mutant, single concentration. recombinant procaspase-3 D3A, Ac-DEVD-pNA absorbance 405 nm. AID 463141, 2010. Caspase-3 (Homo sapiens), P42574. activation, % at 8.5 µM. hit rate 0.11% among 330,000;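 active means activation above the mean of all tested compounds plus 3 SD, cut at about 21% in these data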;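 further: 0% = DMSO alone and 100% = DMSO wells spiked with extra 5 µM PC-3 D3A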
Target sequence (P42574 whole entry D9A/D28A/D175A): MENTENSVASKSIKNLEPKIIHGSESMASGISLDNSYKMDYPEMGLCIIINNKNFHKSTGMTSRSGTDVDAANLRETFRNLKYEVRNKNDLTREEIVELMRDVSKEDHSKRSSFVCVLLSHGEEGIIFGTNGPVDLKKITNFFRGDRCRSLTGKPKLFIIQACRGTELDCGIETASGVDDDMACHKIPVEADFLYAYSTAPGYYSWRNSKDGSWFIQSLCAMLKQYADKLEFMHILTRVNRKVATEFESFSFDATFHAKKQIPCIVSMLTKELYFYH
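Test system: Procaspase-3 D3A mutant; medium: Zinc-free HEPES/NaCl buffer with 0.01% Triton X-100 at pH 7.4; reagent: DEVD-pNA substrate; doses: one concentration, 8.5 µM nominal, 0.8% DMSO; times: 1 h preincubation plus 2 h reaction at 25 °C; signal: Epi-absorbance at 405 nm of released p-nitroaniline, 0 and 120 min; replicates: singlicate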
procasp7 counter – procaspase-7 activators, primary screen, counter-screen for procaspase-3 activator project, biochemical, absorbance, HTS, human. Caspase-7 (Homo sapiens), P55210. activation, % at 8.5 µM. hit rate 0.093% among 330,000. recombinant procaspase-7, Ac-DEVD-pNA absorbance 405 nm; D23A/D198A/D206A triple mutant, cannot self-cleave; scale: DMSO 0, 5 µM enzyme 100;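 active means percent activation above the screen-wide mean plus 3 SD, cut at about 25% in these data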
Target sequence (P55210 whole entry D23A/D198A/D206A): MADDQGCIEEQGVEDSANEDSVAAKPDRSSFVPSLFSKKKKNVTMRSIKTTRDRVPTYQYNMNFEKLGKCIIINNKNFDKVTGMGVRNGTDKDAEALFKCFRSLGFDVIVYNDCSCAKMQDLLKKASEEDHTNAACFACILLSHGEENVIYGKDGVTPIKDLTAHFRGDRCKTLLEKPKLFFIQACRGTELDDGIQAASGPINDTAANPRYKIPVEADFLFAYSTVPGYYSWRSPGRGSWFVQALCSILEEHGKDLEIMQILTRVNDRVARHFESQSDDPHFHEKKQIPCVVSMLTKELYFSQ
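Assay system: Uncleavable procaspase-7 mutant enzyme; Input: 2 µM procaspase-7 mutant as dispensed; Also added: DEVD-pNA substrate; Medium: Zinc-free HEPES pH 7.4 with 300 mM NaCl, 0.01% Triton X-100; Timing: 1 h compound preincubation, 2 h substrate cleavage, 25 °C; Measured by: Epi-absorbance of released pNA at 405 nm, two timepoints.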
CTSL1 counter – Fasciola hepatica cathepsin L1 inhibitors, primary screen, counter-screen for PFM18AAP inhibitor project, biochemical, QFRET, fluorogenic peptide substrate; recombinant F. hepatica cathepsin L1, Z-Leu-Arg-MCA fluorescence; AID 1906, 2009; inhibition, % at 5.96 µM; hit rate 0.49% among 300,000;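 active means inhibition above the mean of all tested compounds plus 3 SD, set per screening campaign, cut at about 17% in these data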;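 further: 0% = plate median of test compound wells and 100% = 1 µM Z-Phe-Ala-diazomethylketone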
PP1 inh – PP1-alpha phosphatase inhibitors, primary screen, counter-screen for PP5 inhibitor project, biochemical, fluorescence, OMFP substrate, single point; hit rate 0.9% among 320,000; AID 2235, 2010; inhibition, % at 6.7 µM; purified PP1alpha;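 active means inhibition above the mean inhibition of all tested compounds plus 3 SD, computed separately for each screening campaign, cut at about 15% in these data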
Numbers without * were called inactive; . = no result given. Compounds were not picked by outcome. About 5.6% of those tested had a hit in this group.

SMILES | PAFAH2 inh | TPT1 inhibitor | AHR act | PP5 primary | core dimer inh | procasp3 activ | procasp7 counter | CTSL1 counter | PP1 inh
Cc1ccc(C(=O)Oc2coc(CSc3nnc(NC(=O)c4cccs4)s3)cc2=O)cc1C | 7 | 1 | 15 | 2.0 | 33 | 2 | -3 | 0 | 3
O=C(NC(=S)Nc1ccc2c(c1)OCCO2)c1ccc(F)cc1Cl | -4 | 2 | -8 | -2.0 | 5 | 1 | -7 | 0 | -4
Cc1ccc(N2C(=O)CC(Cc3cccc(C)c3)C2=O)cc1 (stereo not drawn) | 7 | -5 | -2 | 4.6 | -2 | 5 | 11 | -1 | 4
CCN(CC(=O)Nc1ccc2c(c1)OCCO2)S(=O)(=O)c1ccc(F)cc1 | 2 | -3 | 5 | 2.3 | 9 | 4 | 2 | -7 | 2
COc1cccc(C(=O)OCC(=O)Nc2cc(C)c(C)cc2[N+](=O)[O-])c1 | 17 | 4 | -1 | 0.3 | 10 | 3 | 9 | 4 | 9
CCN(CC(=O)Nc1cc(C)nn1-c1nc(C)cc(C)n1)Cc1ccccc1 | 13 | -3 | -1 | 2.0 | 4 | 0 | -4 | 2 | 2
CC[N+](CC)(CC#Cc1ccccc1)CC#Cc1ccccc1 | 2 | -2 | -1 | 0.0 | 3 | -4 | 1 | 1 | -1
COc1ccc(C)cc1NC(=O)CSc1nnc(CC(=O)Nc2cccc(C(F)(F)F)c2)n1C | 6 | 2 | 0 | 2.2 | 1 | 1 | -4 | 4 | -1
Cc1cc(NC(=O)c2cnn3c(C(F)F)cc(C4CC4)nc23)no1 | 9 | -1 | 6 | -1.2 | 7 | 10 | 1 | 3 | -2
O=C(NCC1CCN(Cc2ccccc2F)CC1)Nc1ccccc1F | -6 | -5 | 0 | 1.4 | 7 | -1 | 13 | -7 | -3
CCCCn1nnnc1SCC(=O)NNC(=O)C1CCCCC1 | 10 | 0 | -2 | 2.4 | -3 | 1 | 5 | 14 | -1
CCC(=O)Nc1ccc(-c2ccc(N3CCN(C)CC3)nn2)cc1 | 1 | -1 | 2 | -1.4 | -7 | 2 | 10 | 2 | -3
Cc1c(SCCO)c(=O)[nH]c2cc3c(cc12)OCO3 | 8 | 1 | 7 | 7.0 | 1 | 4 | 0 | 2 | 0
COc1cc2c(cc1OC)C(c1ccccc1Cl)N(C)CC2 (stereo not drawn) | -8 | -2 | 1 | -1.7 | 7 | 4 | 7 | 2 | 2
NC(=O)c1sc2nc3c(c(-c4ccco4)c2c1N)CCC3 | 44* | 0 | 12 | 1.6 | 2 | -4 | -8 | 0 | 0
O=C(CCCC(=O)c1ccc(F)cc1)c1ccc(F)cc1 | 0 | -5 | 0 | -4.3 | -1 | -2 | -19 | 2 | -2
COc1cccc(-c2nc3ccc([N+](=O)[O-])cc3o2)c1 | -8 | 1 | 19 | -1.3 | -1 | 11 | 9 | 0 | 6
CC1CCCCC1NC(=O)CN(C)S(=O)(=O)c1cccc2nsnc12 (stereo not drawn) | 5 | 0 | 3 | -0.6 | 1 | -1 | 9 | 2 | -2
CCOC(=O)CC1(NC(=O)c2cc(COc3c(F)cccc3F)on2)CCCCC1 | 7 | -5 | 0 | 1.0 | 1 | 6 | -4 | 4 | -1
COc1ccc(/C=N/NC(=O)CN2CCN(Cc3ccccc3)CC2)cc1Br | 2 | 1 | 2 | -1.0 | 4 | -8 | 17 | 1 | 1
COCCN1C(=O)C(=O)/C(=C(/O)c2ccc(C)cc2)C1c1ccccn1 (stereo not drawn) | 7 | 0 | -3 | -2.2 | 2 | 0 | 9 | 5 | -5
O=[N+]([O-])c1ccc(S(=O)(=O)Nc2nc3ccccc3nc2Nc2ccccc2)cc1 | . | 6 | 1 | 1.7 | 11 | 5 | 4 | 3 | 2
CCC/C(=N\NC(=O)c1ccccc1C)c1ccccc1 | -3 | -4 | 19 | -5.7 | -7 | 4 | -8 | -6 | -1
COc1cccc(-c2nc(-c3ccccn3)no2)c1 | . | 0 | 64* | 1.5 | -7 | 0 | 9 | -1 | -1
c1ccc(N2CCOCC2)c(Nc2nc3ccccc3n3cnnc23)c1 | -6 | 1 | 37 | 0.5 | -2 | -1 | 0 | -2 | 1
COc1ccc(-c2nnc(SCC(=O)Nc3cccc(Cl)c3)o2)cc1 | 2 | 0 | -2 | 2.2 | 1 | -1 | -5 | -1 | -2
O=C(Nc1ccccc1N1CCCCC1)c1cc(S(=O)(=O)N2CCOCC2)ccc1Cl | 2 | 4 | 5 | 3.1 | 7 | 6 | 9 | 7 | 1
CCOc1ccc2oc(C(=O)NNC(=O)c3csc(N4CCOCC4)n3)c(C)c2c1 | 4 | 0 | 40 | 1.5 | 27 | -5 | -9 | 0 | 2
CN(C)/C=C/C1=CC(=O)CC(C)(C)C1 | 5 | -11 | -1 | 2.5 | -1 | 5 | -1 | -4 | 0
O=C(N/N=C/c1ccc2c(c1)OCO2)C(=O)Nc1ccccc1 | 7 | -1 | 1 | 3.3 | -5 | 4 | 0 | 2 | -4

Random excerpt: two records from the list.
SMILES | PAFAH2 inh | TPT1 inhibitor | AHR act | PP5 primary | core dimer inh | procasp3 activ | procasp7 counter | CTSL1 counter | PP1 inh
COCCN1C(=O)C(=O)/C(=C(/O)c2ccc(C)cc2)C1c1ccccn1 (stereo not drawn) | 7 | 0 | -3 | -2.2 | 2 | 0 | 9 | 5 | -5
CN(C)/C=C/C1=CC(=O)CC(C)(C)C1 | 5 | -11 | -1 | 2.5 | -1 | 5 | -1 | -4 | 0

More structures
SMILES | PAFAH2 inh | TPT1 inhibitor | AHR act | PP5 primary | core dimer inh | procasp3 activ | procasp7 counter | CTSL1 counter | PP1 inh
COc1ccc(CN2CCNC(=O)C2CC(=O)N(C)Cc2ccon2)cc1OC (stereo not drawn) | 12 | -2 | -3 | -2.9 | 6 | 11 | 2 | -3 | -5
COc1ccc(C2C(C#N)=C(N)Oc3c2sc2nc(C)cc(C)c32)cc1 (stereo not drawn) | 13 | 1 | -1 | 4.2 | 15 | -29 | -15 | 0 | 1
OCc1ccnc2oc3ccccc3c12 | -5 | -3 | -4 | 0.2 | -1 | 8 | -1 | -1 | 1
Cc1nnc(NC(=O)c2ccco2)s1 | 1 | -4 | 0 | 0.9 | -14 | 4 | -9 | -4 | -3
CC12CC3(C)CC(C)(C1)CC(NC(=O)N1CCCC1)(C2)C3 | -10 | -1 | 0 | -0.7 | 2 | -9 | 12 | -1 | -1
COc1ccc(CNC(=O)C2CCCN(S(=O)(=O)c3c(C)n[nH]c3C)C2)cc1 (stereo not drawn) | 6 | 0 | -1 | 2.4 | -6 | 3 | 3 | -2 | -3
CC(C)(C)C(=O)Nc1ccc(-c2cc3cc(Cl)ccc3o2)cc1 | -1 | -2 | -3 | -0.5 | 5 | 1 | 4 | -1 | -5
O=[N+]([O-])c1cc(C(F)(F)F)ccc1N1CCN(CCO)CC1 | -3 | -2 | 1 | -1.2 | 2 | 2 | 6 | 0 | -4
Cc1ccc(/C=N/NC(=O)c2ccc3nc[nH]c3c2)o1 | -3 | -4 | 1 | -1.1 | -2 | -1 | -1 | 2 | -3
O=C(COC(=O)c1ncc(Cl)c(Cl)c1Cl)NC1CCS(=O)(=O)C1 (stereo not drawn) | -1 | -7 | 1 | -0.8 | 4 | 2 | 2 | -1 | -4
CCNc1nc(SC(C)C(=O)Nc2ccccc2)nc(N(C)C)n1 (stereo not drawn) | -2 | 0 | -1 | -1.8 | -1 | -3 | 4 | -13 | -2
CCn1c(C)c(C(C)=O)c(N2CCN(C(c3ccccc3)c3ccccc3)CC2)nc1=S | 4 | 2 | -3 | 3.0 | 6 | -10 | -4 | -1 | -2
COc1ccc(CNC(=O)c2ccc(Br)cc2)cc1 | . | 1 | 4 | 3.0 | 4 | -1 | 1 | 5 | -5
CNC(=O)c1c(NC(=O)c2ccc(S(=O)(=O)N3CC(C)OC(C)C3)cc2)sc2c1CCN(C(C)C)C2 (stereo not drawn) | 2 | 8 | 36 | -0.8 | 8 | 4 | 5 | 5 | -3
C/C(N)=C(/C#N)C(=O)COC(=O)c1ccc(O)cc1 | 0 | -2 | 3 | 0.2 | -5 | -3 | -5 | 3 | -1
O=[N+]([O-])c1ccccc1S(=O)(=O)Nc1ccc(-c2ccc3nncn3n2)cc1 | 7 | -5 | 2 | -1.7 | -2 | 2 | 3 | 4 | 0
O=C(Cc1nnc(NC(=O)c2ccccc2)s1)N/N=C\c1ccc(O)c(O)c1 | 16 | 1 | 56* | 0.2 | -4 | 3 | -4 | 8 | 6
Cc1nc2scc(C)n2c(=O)c1S(=O)(=O)Nc1ccc(F)cc1 | 10 | 0 | 2 | 2.5 | 3 | 6 | -7 | -13 | -1
COc1cccc(CN(C(=O)c2cccc(OC)c2)C2CCS(=O)(=O)C2)c1 (stereo not drawn) | 0 | 0 | 1 | 0.8 | 7 | -3 | -1 | 0 | 0
C=CCNC(=O)c1cn(CC)c2cc(N3CCN(C(=O)c4ccco4)CC3)c(F)cc2c1=O | 15 | -1 | -1 | 2.1 | 0 | 1 | -12 | 3 | 8
CCOc1ccccc1N(CC(=O)NCCSc1ccccc1)S(C)(=O)=O | 5 | -2 | 4 | -1.3 | 1 | 2 | 2 | 5 | -3
CC(C)C[C@H](NC(=O)c1nc[nH]c1C(=O)NCCCCCNC(=O)OC(C)(C)C)C(=O)OC(C)(C)C | 3 | -5 | 4 | 9.9* | -11 | 12 | -7 | -1 | 16*
COc1cccc(C(=O)OCCN(C)C(C)(C)C)c1 | . | 4 | 2 | -0.6 | -7 | 6 | 8 | 0 | -1
O=C(CN1C(=O)/C(=C\c2ccc(C(F)(F)F)cc2)Sc2ccccc21)NCc1ccco1 | -9 | 1 | -7 | 3.8 | 8 | -12 | -14 | -2 | 3
O=C(O)c1cc(-c2ccc(Cl)cc2)n(-c2ccccc2)n1 | 9 | 0 | 2 | 2.3 | 1 | -5 | -8 | -3 | 42*
Cc1cc(C)n(-c2nc(SCC(=O)N3CCCC3)c3c4c(sc3n2)CCCC4)n1 | -1 | 5 | 6 | 2.2 | 28 | -6 | -1 | 3 | 2

Source: PubChem (The Scripps Research Institute Molecular Screening Center)
